D1 PAM – enhances dopamine response at the human D1 receptor. P21728. HEK293 TREx D1 cells, calcium flux, dopamine EC20 potentiation. potentiation, % at 10 µM. 0.036% of 360,000 active; in the data active = potentiation above about 30%; note: 0% is about no effect
Target sequence (P21728 whole entry, looked up): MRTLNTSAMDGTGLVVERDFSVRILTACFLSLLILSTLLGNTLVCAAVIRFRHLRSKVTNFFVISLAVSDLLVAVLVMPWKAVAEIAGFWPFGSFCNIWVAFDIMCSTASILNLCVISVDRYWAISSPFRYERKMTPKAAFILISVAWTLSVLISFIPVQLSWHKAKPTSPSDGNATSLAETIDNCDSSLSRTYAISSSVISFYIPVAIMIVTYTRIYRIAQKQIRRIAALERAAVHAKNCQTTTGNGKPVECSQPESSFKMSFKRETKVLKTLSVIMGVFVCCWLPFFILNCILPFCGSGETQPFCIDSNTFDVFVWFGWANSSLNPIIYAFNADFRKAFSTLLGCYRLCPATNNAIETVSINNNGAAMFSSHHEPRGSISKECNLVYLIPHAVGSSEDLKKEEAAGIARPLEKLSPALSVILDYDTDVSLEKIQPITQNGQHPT
TRHR enhancer – allosterically enhances the human TRH receptor | P34981 | TRHR cells, fluo-8 calcium fluorescence, EC20 TRH enhancement | enhancement, % at 2 µM | 0.66% of 360,000 active | AID 493056; in the data active = enhancement above about 30%; note: 0% is about no effect
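TRHR-expressing cells loaded with fluo-8 calcium dye were read kinetically (ex 480/em 530) during compound addition, then stimulated with an EC20 of TRH (10 nM final). Enhancement of the Gq-mediated intracellular calcium response was scored.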
D1 antag – blocks dopamine activation of the human D1 receptor | P21728 | 3.2% of 360,000 active | HEK293 TREx D1 cells, calcium flux, dopamine EC80; stronger effect = lower value | activity change, negative = inhibition, % at 10 µM; in the data active = activity change below about -30%; note: % is set by controls: 0 for no effect and ±100 for the full control effect
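Calcium flux readout: force-coupled, inducible Hek293 Trex D1 line, cells induced overnight at 30 C with tetracycline, dye-loaded 30–90 min at RT. Antagonism scored against EC80 dopamine challenge given 180 s after compound.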
D2 antagonist – antagonists of human D2 dopamine receptor; P14416; HEK293 TREx D2 cells, calcium flux, dopamine EC80; inhibition, % at 10 µM; 2% of 340,000 active; in the data active = inhibition above about 30%; note: 0% is about no effect
Target sequence (P14416 whole entry, looked up): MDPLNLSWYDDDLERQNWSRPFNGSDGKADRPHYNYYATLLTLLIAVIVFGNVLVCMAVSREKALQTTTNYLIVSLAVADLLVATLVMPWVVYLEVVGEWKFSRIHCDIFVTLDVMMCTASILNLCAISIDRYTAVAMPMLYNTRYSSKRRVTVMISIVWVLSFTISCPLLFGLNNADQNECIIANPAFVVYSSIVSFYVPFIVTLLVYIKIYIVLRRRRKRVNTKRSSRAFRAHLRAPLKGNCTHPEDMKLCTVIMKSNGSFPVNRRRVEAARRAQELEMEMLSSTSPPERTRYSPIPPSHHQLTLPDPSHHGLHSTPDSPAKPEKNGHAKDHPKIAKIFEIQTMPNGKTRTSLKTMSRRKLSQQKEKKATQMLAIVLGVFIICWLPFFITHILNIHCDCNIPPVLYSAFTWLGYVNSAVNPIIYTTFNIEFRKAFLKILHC
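Inhibition of EC80 dopamine-driven calcium flux, recorded kinetically, defines activity here; cells are a tetracycline-induced HEK293 T-REx line expressing force-coupled D2.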
RXFP1 antagonist – RXFP1 (human) relaxin receptor antagonism; HEK293-RXFP1, relaxin-stimulated cAMP HTRF, 30 min; stronger effect = lower value; activity change, negative = inhibition, % at 57.5 µM; 0.59% of 350,000 active;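 active = activity change of -60% or lower, but not beyond a set lower limit; inconclusive = change between -60% and -40%, or beyond the set limit; inactive = change above -40%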; note: % is set by controls: 0 for no effect and ±100 for the full control effect
D2 ag – activates the human D2 dopamine receptor | HEK293 T-REx D2 cells, calcium flux agonist mode | activation, % at 2 µM | 0.53% of 340,000 active | AID 485358;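 active = activation over 3 SD above normal in the single-dose calcium agonist read, cut at about 30% in these data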; note: 0% is about no effect
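Calcium-flux readout, 1 cycle/sec over 180 s following compound pin transfer, in inducible HEK293 Trex D2 cells (force-coupled); dopamine controls included. Positive calcium responses during this window marked compounds as potential agonists.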
D1 agonist – activates the human D1 dopamine receptor; 1% of 360,000 active; HEK293 T-REx D1 cells, calcium flux, agonist mode; activation, % at 2 µM; P21728; note: 0% is about no effect
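Tetracycline-induced HEK293 TREx D1 cells, force-coupled to calcium signalling, were dye-loaded with a no-wash calcium kit. Compound was pin-added after a 10 s baseline. Fluorescence was read kinetically at 1 cycle/s for 180 s, with calcium rises flagged as agonism.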
TRHR ag – activates the human TRH receptor | P34981 | activation, % at 2 µM | 0.18% of 360,000 active | TRHR cells, calcium flux fluo-8, FDSS agonist mode | AID 493084; note: 0% is about no effect
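Steps: seed TRHR cells overnight; add fluo-8 no-wash Ca dye, RT 30 min–1.5 h; record 10 s baseline; pin-transfer compounds; monitor fluorescence 1 cycle/s for the agonist window. Calcium increases flag candidate agonists.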
D2 PAM – positive allosteric modulators of human D2 dopamine receptor. P14416. HEK293 T-REx D2, calcium flux, EC20 dopamine potentiation. potentiation, % at 10 µM. 0.34% of 340,000 active. AID 485347;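 active = potentiation over 3 SD above the plate norm, cut at about 30% in these data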; note: 0% is about no effect
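Calcium flux readout, no-wash dye, 1 read/s. Inducible HEK293 Trex D2 line, overnight 30 C. Compound alone 180 s (agonist flags), then EC20 dopamine, another 180 s to score potentiation.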
The depositor's hits bear a star; ? = inconclusive; . = no result given. Cut-off read from the data, not from the text of the source, unless noted: active = activation above about 30%; inactive = the rest.

1: COc1ccc(NC(=O)CCc2nnc3ccc(N4CCN(c5cccc(OC)c5)CC4)nn23)cc1
2: Cc1ccc(/C=C2\SC(=S)N(CCC(=O)NNS(=O)(=O)c3ccccc3)C2=O)cc1
3: N#CC(Cc1ccc(OC(F)F)cc1)c1nc2ccccc2[nH]1 (configuration not stated)
4: CN(C(=O)COC(=O)CN1C(=O)c2ccccc2C1=O)c1c(N)n(Cc2ccccc2)c(=O)[nH]c1=O
5: CCSc1ccc([C@@H]2[C@H]3C(=O)N(C)C(=O)[C@H]3[C@]3(C(=O)OC)CCCCN23)cc1OC
6: CC(=O)c1cc(NC(=O)c2ccc([N+](=O)[O-])cc2)c(=O)oc1C
entry no.	1	2	3	4	5	6
D1 PAM	-4	-6	24	3	-1	0
TRHR enhancer	-1	6	0	6	0	1
D1 antag	-2	-2	4	-3	-1	6
D2 antagonist	4	11	-1	-13	-10	-1
RXFP1 antagonist	-4	-6	2	13	.	-14
D2 ag	-1.4	-0.2	0.5	1.2	-1.4	0.0
D1 agonist	0	5	4	0	1	1
TRHR ag	-0.3	0.7	-0.5	0.1	-0.3	-0.1
D2 PAM	-3	6	5	-6	-23	-4

7: CCc1ccccc1NC(=O)CCC(=O)OCC(=O)c1ccc(-c2ccccc2)cc1
8: CC1=NNC(=O)/C1=C\c1cn(-c2ccccc2)nc1-c1cccs1
9: O=C(COc1ccc(S(=O)(=O)N2CCOCC2)cc1)N1CCOCC1
10: CC(=O)c1cccc(NC(=O)CCCSc2nc(-c3ccco3)cc(C(F)(F)F)n2)c1
11: O=C(N/N=C/c1cc(Br)ccc1O)c1ccccc1Cl
12: S=C(NCCN1CCOCC1)Nc1ccc(-c2nc3ccccc3[nH]2)cc1
entry no.	7	8	9	10	11	12
D1 PAM	-4	-18	.	-4	-5	-1
TRHR enhancer	-3	-13	0	8	6	-7
D1 antag	-4	-40*	0	-1	-42*	2
D2 antagonist	1	-2	-23	.	1	-2
RXFP1 antagonist	-13	?	4	-9	-19	-1
D2 ag	-0.6	18	0.6	0.0	0.6	0.5
D1 agonist	7	7	6	7	2	-1
TRHR ag	-1.8	2.1	0.3	1.5	-0.4	0.9
D2 PAM	-3	2	3	-6	1	6

13: COc1cccc(OC)c1C(=O)Nc1nc2cc3c(cc2s1)OCO3
14: COCCn1cnnc1SCC(=O)Nc1ccc(N2CCCCC2)cc1
15: CCCCNC(=O)c1nn(C)c2c1CSc1ccccc1-2
16: CC(=O)c1ccc(Nc2cc(C)nc3nc(Cc4ccc(Cl)cc4)nn23)cc1
17: Cc1[nH]nc2c1-c1nc3ccccc3nc1C(C)(C)C2
18: O=C(COc1ccc(C(=S)N2CCOCC2)cc1Cl)Nc1ccccc1Cl
entry no.	13	14	15	16	17	18
D1 PAM	-2	7	-2	0	-7	-3
TRHR enhancer	-2	6	-20	2	-6	34*
D1 antag	-8	-8	-1	-11	5	14
D2 antagonist	-13	20	.	.	-13	7
RXFP1 antagonist	-16	2	-7	.	3	-6
D2 ag	1.0	0.2	-1.1	-1.3	0.2	0.3
D1 agonist	1	3	5	3	2	8
TRHR ag	0.2	0.2	0.2	-2.1	1.0	0.5
D2 PAM	5	10	-5	-10	-1	14

Structural class, those above containing fluorine
3: N#CC(Cc1ccc(OC(F)F)cc1)c1nc2ccccc2[nH]1 (configuration not stated)
10: CC(=O)c1cccc(NC(=O)CCCSc2nc(-c3ccco3)cc(C(F)(F)F)n2)c1
entry no.	3	10
D1 PAM	24	-4
TRHR enhancer	0	8
D1 antag	4	-1
D2 antagonist	-1	.
RXFP1 antagonist	2	-9
D2 ag	0.5	0.0
D1 agonist	4	7
TRHR ag	-0.5	1.5
D2 PAM	5	-6

12 of the compounds above, with two lines to a compound:
Results follow in this order: D1 PAM	TRHR enhancer	D1 antag	D2 antagonist	RXFP1 antagonist	D2 ag	D1 agonist	TRHR ag	D2 PAM
7) CCc1ccccc1NC(=O)CCC(=O)OCC(=O)c1ccc(-c2ccccc2)cc1
 : -4	-3	-4	1	-13	-0.6	7	-1.8	-3
8) CC1=NNC(=O)/C1=C\c1cn(-c2ccccc2)nc1-c1cccs1
 : -18	-13	-40*	-2	?	18	7	2.1	2
9) O=C(COc1ccc(S(=O)(=O)N2CCOCC2)cc1)N1CCOCC1
 : .	0	0	-23	4	0.6	6	0.3	3
10) CC(=O)c1cccc(NC(=O)CCCSc2nc(-c3ccco3)cc(C(F)(F)F)n2)c1
 : -4	8	-1	.	-9	0.0	7	1.5	-6
11) O=C(N/N=C/c1cc(Br)ccc1O)c1ccccc1Cl
 : -5	6	-42*	1	-19	0.6	2	-0.4	1
12) S=C(NCCN1CCOCC1)Nc1ccc(-c2nc3ccccc3[nH]2)cc1
 : -1	-7	2	-2	-1	0.5	-1	0.9	6
13) COc1cccc(OC)c1C(=O)Nc1nc2cc3c(cc2s1)OCO3
 : -2	-2	-8	-13	-16	1.0	1	0.2	5
14) COCCn1cnnc1SCC(=O)Nc1ccc(N2CCCCC2)cc1
 : 7	6	-8	20	2	0.2	3	0.2	10
15) CCCCNC(=O)c1nn(C)c2c1CSc1ccccc1-2
 : -2	-20	-1	.	-7	-1.1	5	0.2	-5
16) CC(=O)c1ccc(Nc2cc(C)nc3nc(Cc4ccc(Cl)cc4)nn23)cc1
 : 0	2	-11	.	.	-1.3	3	-2.1	-10
17) Cc1[nH]nc2c1-c1nc3ccccc3nc1C(C)(C)C2
 : -7	-6	5	-13	3	0.2	2	1.0	-1
18) O=C(COc1ccc(C(=S)N2CCOCC2)cc1Cl)Nc1ccccc1Cl
 : -3	34*	14	7	-6	0.3	8	0.5	14

(more compounds)
19: COc1ccc(-n2c(Cn3c(=O)sc4ccccc43)nnc2SCC(=O)N2CCCC2)cc1
20: COc1ccccc1N(Cc1cc(=O)[nH]c2ccccc12)C(=O)C(C)C
21: Cc1cc(C)c2oc(=O)cc(CN3CCN(Cc4ccc5c(c4)OCO5)CC3)c2c1
22: Cc1cccn2c(=O)c3cc(C#N)c(=O)n(CC4CCCO4)c3nc12 (configuration not stated)
23: Clc1ccccc1CSc1nnc(-c2ccncc2)o1
24: Nc1c(N(Cc2ccco2)C(=O)c2cccc(F)c2)c(=O)[nH]c(=O)n1Cc1ccccc1
entry no.	19	20	21	22	23	24
D1 PAM	.	2	-5	-3	-5	1
TRHR enhancer	1	5	-1	1	0	4
D1 antag	-23	1	-4	-7	1	7
D2 antagonist	-11	.	-7	.	25	11
RXFP1 antagonist	-12	-3	-3	.	-7	0
D2 ag	-1.0	.	16	.	-0.3	0.3
D1 agonist	0	1	0	-1	1	0
TRHR ag	0.2	0.9	0.8	1.3	-0.5	0.4
D2 PAM	-7	.	-13	.	3	-1

25: CC(OC(=O)COc1ccccc1)C(=O)NC1CCCC1 (configuration not stated)
26: CC(NCc1ccc2c(c1)OCO2)C(=O)NC1CCCCC1 (configuration not stated)
27: S=C(Nc1ccc2nsnc2c1)N1CCCC1
28: CCOc1ccc(N2CC(NS(=O)(=O)c3cccnc3)CC2=O)cc1 (configuration not stated)
29: C/C(=N\NC(=O)c1ccc2ccccc2c1)c1cccs1
30: N#CCCn1cc(/C=C2\NC(=S)N(c3ccccc3)C2=O)c(-c2ccc(F)cc2)n1
entry no.	25	26	27	28	29	30
D1 PAM	-2	0	-4	1	-2	3
TRHR enhancer	10	-3	-14	2	11	7
D1 antag	-2	-17	-13	24	-3	-6
D2 antagonist	-17	-8	11	-6	4	-1
RXFP1 antagonist	-5	9	-21	-3	-9	-27
D2 ag	0.4	0.5	0.2	2.1	-0.6	0.2
D1 agonist	8	2	4	3	0	1
TRHR ag	-0.1	0.3	4.5	0.5	-1.0	0.2
D2 PAM	2	7	18	-10	-7	-1

31: COc1ccc(-c2nc(NC(=O)c3ccc(OCC(=O)Nc4ccc(F)cc4)c(OC)c3)sc2C)cc1
32: CC(C)Oc1ccc(C2CC(=O)NC2=O)cc1 (configuration not stated)
33: O=C(O)CN1C(=O)Nc2ccc(Br)cc2C1c1ccccc1 (configuration not stated)
34: COc1ccc(CCNc2ccc(C(CC(N)=O)NC(=O)c3ccccc3)cc2[N+](=O)[O-])cc1 (configuration not stated)
35: Cc1ccc(CNC(=O)CNS(=O)(=O)c2cccc3nsnc23)cc1
36: CC(C)CN(CC(C)C)C(=O)CCCC(=O)N(CC(C)C)CC(C)C
entry no.	31	32	33	34	35	36
D1 PAM	-3	-2	-5	-10	13	-5
TRHR enhancer	12	9	-6	-1	1	-7
D1 antag	-1	3	0	-2	-12	-2
D2 antagonist	-7	5	2	.	-8	1
RXFP1 antagonist	-18	-4	1	.	9	-1
D2 ag	-0.2	-0.3	1.4	.	0.1	0.0
D1 agonist	2	1	1	2	1	2
TRHR ag	0.1	1.6	-0.4	-0.7	-0.2	-0.1
D2 PAM	-2	10	-4	.	-4	-17

37: CCCN(CCC)C(=O)c1ccccc1C(=O)N(CCC)CCC
38: O=C(NCCCn1ccnc1)c1cc(S(=O)(=O)N2CCOCC2)ccc1F
39: CCCCc1ccc(-c2csc(/C(C#N)=C\c3ccc(C)o3)n2)cc1
40: O=C(O)CN1CCc2ccccc2C1
41: CCOC(=O)C(NC(C)=O)(Nc1ccc(S(=O)(=O)Nc2nccs2)cc1)C(F)(F)F (configuration not stated)
42: Cc1ccc(C(=O)NC2CCS(=O)(=O)C2)cc1S(=O)(=O)N1CCCCCC1 (configuration not stated)
entry no.	37	38	39	40	41	42
D1 PAM	-2	-5	1	-6	6	-7
TRHR enhancer	-5	5	4	2	2	1
D1 antag	13	-7	16	-5	47	-9
D2 antagonist	0	14	-9	9	.	2
RXFP1 antagonist	-9	3	-16	-2	0	1
D2 ag	0.9	2.5	3.3	1.3	.	0.8
D1 agonist	1	1	7	3	4	2
TRHR ag	0.3	-0.5	2.3	0.8	0.2	0.1
D2 PAM	-12	4	11	14	.	1

Not a hit list; any-hit rate near 7.3%.
